Source: PubChem
CSN deneddyl inh: inhibitors of CSN-mediated cullin deneddylation, primary screen, biochemical, fluorescence polarization, uHTS; Purified CSN, SCF-Nedd8-OG deneddylation; COP9 signalosome complex subunit 5 (Homo sapiens), Q92905; hit rate 0.38% among 360,000; AID 651999, 2013; inhibition, % at 12.5 µM;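 active = pattern-corrected inhibition above about 35%, with an unprinted fluorescence ratio check between 0.5 and 1.5, limit read from the data, passing the limit was not always enough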;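 note: 0% = enzyme with substrate and 100% = substrate without enzyme; some results filed as inactive read as strong as hits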
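Assay system: HEK293T-derived human Csn5 enzyme; quantity: 0.24 nM enzyme; medium: Tris/NaCl/DTT buffer, pH 7.5; also added: substrate SCFSkp2-Nedd8OG, 10 nM; doses: 12.5 µM compound; schedule: 90 min reaction at room temperature; signal: FP; read-out: % inhibition of substrate cleavage by Csn5; benchmarks: substrate-only high control, full reaction low control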
PABP1 MLLE inh: inhibitors of PABP1 MLLE–PAM2 peptide binding, primary screen, biochemical, fluorescence polarization, FITC-PAM2, GST-MLLE | inhibition, % at 20 µM | AID 588489, 2011 | hit rate 0.36% among 360,000 | Polyadenylate-binding protein 1 (Homo sapiens), P11940; in the data active = inhibition above about 35%, passing the limit was not always enough;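 note: plate controls were DMSO wells with GST-MLLE for no effect and wells lacking GST-MLLE protein for full effect; some results filed as inactive read as strong as hits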
eLon inh: inhibitors of E. coli Lon protease, primary screen, biochemical, fluorescence polarization. P0A9M0. purified E. coli Lon protease. inhibition, % at 7.94 µM. hit rate 0.42% among 360,000. AID 602123, 2011; in the data active = inhibition above about 13%, passing the limit was not always enough;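 note: 0% = enzyme with probe and DMSO and 100% = no enzyme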
MT1-MMP act inh: blockers of MT1-MMP proenzyme processing, primary screen, HT1080 RFP-PRO-GFP cells, GFP/RFP fluorescence | Matrix metalloproteinase-14 (Homo sapiens), P50281 | GFP/RFP ratio fluorescence, overnight; percent of plate control window, DMSO zero | GFP/RFP ratio change, % at 20 µM | hit rate 0.061% among 360,000 | AID 651647, 2012;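 active = GFP/RFP ratio change of at least 30% with cell ATP level not reduced by more than half and red fluorescence within 50% of control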; note: strong numbers were not always called active
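Assay system: RFP-PRO-GFP reporter HT1080 cells; read-out basis: GFP/RFP fluorescence ratio; benchmarks: DMSO wells and RFP-L50D-GFP cells; doses: 20 µM single dose, 1% DMSO; schedule: overnight cell settling, then overnight compound exposure, 37 °C, 5% CO2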
FAS-TE inh: FAS thioesterase domain inhibitors, primary screen, biochemical, fluorescence intensity, uHTS; Fatty acid synthase (Homo sapiens), P49327; recombinant FAS-TE, OMFH fluorogenic substrate, fluorescence endpoint; inhibition, % at 15 µM; hit rate 0.67% among 360,000; AID 602261, 2012;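 active = compounds whose normalised, plate-corrected inhibition of enzyme fluorescence in the single-dose primary screen is 50% or more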;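 note: 0% = DMSO with enzyme and 100% = substrate without enzyme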
Rin1-Abl PPI inh: inhibitors of Rin1-Abl protein binding, primary screen, biochemical, TR-FRET. Tyrosine-protein kinase ABL1 (Homo sapiens) + Ras and Rab interactor 1 (Homo sapiens), …. inhibition, % at 7.35 µM. hit rate 0.4% among 360,000; in the data active = inhibition above about 5%, passing the limit was not always enough
Rpn11 block: Rpn11 (PSMD14) deubiquitinase inhibitors, primary screen, biochemical, fluorescence polarization, uHTS; 26S proteasome non-ATPase regulatory subunit 14 (Homo sapiens), O00487; hit rate 0.59% among 360,000; human 26S proteasome, Ub4-pepOG fluorescence polarization; 20S core pre-blocked with epoxomicin; calls only at 20 µM;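 active = inhibition at 20 µM, scaled to each plate's controls, above about 33%, limit read from the data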
MsrA inh: bovine MsrA enzyme inhibitors, primary screen, biochemical, absorbance, HTS; Methionine sulfoxide reductase A (Bos taurus); purified bovine MsrA, absorbance read-out; inhibition, % at 15.5 µM; hit rate 0.75% among 360,000; in the data active = inhibition above about 4.5%;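 note: 0% = vehicle wells with enzyme and 100% = reference inhibitor wells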
bovine MsrA act: bovine MsrA enzyme activators, primary screen, biochemical, absorbance, HTS | purified bovine MsrA, absorbance read-out | activation, % at 10.6 µM | hit rate 0.3% among 360,000 | Methionine sulfoxide reductase A (Bos taurus) | AID 602163, 2012; in the data active = activation above about 7.5%;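 note: 0% = vehicle and 100% = reference activator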
Active calls of the source: *; i = inactive; x = not tested or not shown; + = active, no number.

SMILES | CSN deneddyl inh | PABP1 MLLE inh | eLon inh | MT1-MMP act inh | FAS-TE inh | Rin1-Abl PPI inh | Rpn11 block | MsrA inh | bovine MsrA act
CCOc1cc(C(=O)OC(C)C(=O)Nc2ncc(Cl)cc2Cl)ccc1OCC(=O)N1CCOCC1 (stereo not given) | 2 | -22 | -5 | 2 | -10 | 0 | i | 0.1 | -3
C/C(=N/NC(=O)Cc1cccc2ccccc12)c1cccs1 | 2 | 6 | -2 | 0 | 10 | 0 | i | 3.0 | -2
COC(=O)c1c(SCC(=O)NC2CCCCC2)[nH]c2ccccc2c1=O | 21 | -41 | -80 | 24 | -8 | 1 | + | 0.8 | -4
Cc1ccc(C(O)c2ncc(-c3cccc(F)c3)[nH]2)cc1 (stereo not given) | 8 | -17 | -8 | 0 | 2 | -8 | i | -0.7 | -3
c1ccc(-c2ccccc2OCCN2CCOCC2)cc1 | 3 | 1 | 1 | 0 | -6 | 5 | i | -1.1 | 0
O=C(OCC(=O)N(Cc1ccccc1)Cc1ccccc1)c1cccc(O)c1 | 0 | -7 | 6 | 1 | 4 | 2 | i | -0.3 | -2
Cc1cc(SCC(=O)NCCN2C(=O)CSC2=O)nc2ccccc12 | -5 | 5 | 0 | 4 | -10 | -4 | i | 0.2 | -3
Cc1cc(C)n(-c2nc3ccccc3c(=O)n2OCc2ccc(Cl)cc2)n1 | 4 | 2 | 1 | 0 | 13 | -3 | i | -0.8 | -1
CCCC1=Nc2cc(C(=O)NCCN3CCOCC3)ccc2Sc2ccccc21 | -1 | -10 | -9 | 2 | -6 | 4 | i | 0.2 | -1
CCOc1ccc(S(=O)(=O)N2CCNC(=O)C2)cc1 | 3 | 11 | 10 | x | -2 | 8 | i | 1.8 | -12
O=C(c1ccc(Cl)cc1)N1CCCC(c2ccccc2)=N1 | 6 | 1 | 5 | -4 | 21 | 1 | i | -0.1 | 0
CCO[C@H]1OC(C(=O)O)=C[C@@H](c2ccccc2)[C@@H]1CCCO | -2 | 6 | 5 | -3 | -7 | -1 | i | -1.4 | -9
CCOC(=O)c1c(NC(=O)CSc2nc3ccccc3c(=O)n2-c2ccccc2)sc(C(C)=O)c1C | 9 | -16 | -7 | -6 | 18 | 3 | i | -1.2 | -4
CCCCOc1ccc(N2C(N)=NC(N)=NC23CCCCC3)cc1 | -1 | -9 | -2 | -2 | -2 | -1 | i | -0.8 | -1
CC(=O)Nc1coc2ccc(Br)cc12 | -3 | -1 | -1 | -2 | 1 | 2 | i | 0.2 | -3
COC(=O)c1ccc(Cn2cc(C(F)(F)F)ccc2=O)cc1 | -2 | 15 | 5 | -3 | 0 | 0 | i | 0.7 | -3
CCOC(=O)c1cnc2nc(SC)nn2c1N | -5 | 2 | -5 | -1 | -3 | -2 | i | 1.1 | -3
CCCOc1ccc(NC(=O)C(=O)NCCCn2ccnc2)cc1 | 1 | 9 | -6 | 0 | -11 | -1 | i | 0.1 | -4
Cc1ccc(NC(=O)Cn2c(O)c(N=NC(N)=O)c3ccccc32)cc1 | 0 | 18 | -5 | 0 | -4 | -7 | i | 2.0 | -7
O=C(NCCc1ccc(C(F)(F)F)cc1)C1CC(=O)N(Cc2ccccc2)C1 (stereo not given) | -3 | 4 | -4 | -3 | 0 | 1 | i | -0.4 | 0
CC(=O)c1cccc(N(C(=O)CS(=O)CC(=O)Nc2ccc(F)cc2)C(C(=O)NC2CCCCC2)c2ccc(C)o2)c1 (stereo not given) | -13 | 13 | 1 | -4 | 0 | -4 | i | -0.9 | -8
O=C(CSC1=NCCN1)C1COc2ccccc2O1 (stereo not given) | -7 | 38 | -1 | 2 | -156 | 0 | i | -1.3 | -3
COC(=O)N1CC=CC1(C)C(=O)NCc1cc(F)cc(C(F)(F)F)c1 (stereo not given) | 1 | 2 | 10 | 4 | -8 | 4 | i | 0.6 | -1
O=C(Nc1cccc2ccccc12)c1ccc([N+](=O)[O-])s1 | -1 | 4 | 0 | -5 | 2 | 0 | i | 3.7 | -8
COc1ccc(CCNC(=O)Cn2cnc3ccccc3c2=O)cc1OC | -8 | -13 | -12 | 2 | -9 | -1 | i | 0.9 | -2
O=C(COC(=O)CCC(=O)c1ccc(F)cc1)Nc1ccc(N2CCOCC2)cc1 | 23 | -7 | -2 | 2 | 1 | -5 | i | 0.1 | 1
O=C(NC1CCCCC1)c1ccc(CS(=O)Cc2ccc(Cl)cc2)o1 (stereo not given) | -2 | 5 | -5 | 5 | -3 | 2 | i | 0.5 | -2
CC(C)c1ccc(NC(=O)Nc2nc(C(N)CCc3ccccc3)cs2)cc1 (stereo not given) | 2 | 3 | -3 | -27 | -28 | 1 | i | 0.9 | 3
CC(C)OC(=O)C1OC1(C)c1ccccc1 (stereo not given) | 0 | -1 | -16 | -1 | -4 | 3 | i | 0.4 | -7
COc1ccc(C(=O)OCC(=O)Nc2ccc(F)cc2F)cc1OC | 4 | 4 | -12 | 1 | -4 | 0 | i | 0.2 | -6
COc1ccc(OC)c(Nc2ncnc3ccccc23)c1 | 0 | 6 | -3 | -35 | 0 | -3 | i | -0.9 | -1
Cc1c(-n2c(-c3ccccc3Cl)n[nH]c2=S)c(=O)n(-c2ccccc2)n1C | 9 | -1 | -15 | 3 | -3 | -2 | i | 1.5 | 1
COc1ccc(C(=O)NCC(=O)OCC(=O)c2ccc3c(c2)OCCO3)cc1 | 5 | -3 | -9 | -4 | -6 | 5 | i | -0.3 | -3
O=C(COC(=O)C12CC3CC(CC(Br)(C3)C1)C2)N1CCOCC1 | -3 | -18 | 4 | -3 | 2 | 3 | i | -1.0 | -3
Cn1c(CCNS(=O)(=O)c2ccccc2)nc2cc([N+](=O)[O-])ccc21 | -4 | 10 | -4 | 5 | -1 | 2 | i | 0.2 | -5
CCCC(C)C(=O)Nc1nnc(CCc2ccccc2)s1 (stereo not given) | 5 | 0 | -1 | 5 | 2 | 1 | i | -0.9 | -10
O=C(N/C(=C\c1ccc(Cl)cc1)C(=O)N1CCOCC1)c1ccc([N+](=O)[O-])cc1 | 20 | -11 | 8 | 1 | 89* | -2 | i | 2.1 | -4
O=C(CCSCc1cccc(F)c1)NCCc1ccccc1 | -6 | 10 | 5 | 4 | 3 | 1 | i | 0.4 | -3
COC(=O)[C@@]12CCCCN1[C@H](c1ccc(-c3ccccc3)cc1)[C@@H]1C(=O)N(C)C(=O)[C@@H]12 | -8 | -4 | -7 | 3 | 24 | 1 | i | -0.6 | -7
CN(C(=O)COC(=O)c1ccccc1Nc1ccccc1)c1c(N)n(Cc2ccccc2)c(=O)[nH]c1=O | -2 | -6 | 10 | -8 | 9 | -1 | i | 1.3 | -2
Cc1ccc(S(=O)(=O)N2CCN(C(=O)CCn3nc(C)c(C)c3C)CC2)cc1C | -1 | -4 | 8 | 1 | -4 | 2 | i | 2.0 | -9
Cc1c(CN2CCCC(C(=O)c3cccc(Cl)c3)C2)c(=O)n(-c2ccccc2)n1C (stereo not given) | 9 | -5 | 1 | -3 | -10 | 3 | i | -1.0 | -7
NC(=O)Cn1c(=O)n(Cc2ccco2)c(=O)c2c3c(sc21)CCCCC3 | 29 | 12 | -7 | -1 | 3 | 7 | i | 0.0 | -4
O=C(Cc1cccs1)N1CCN(c2ccccn2)CC1 | -2 | 7 | 0 | -2 | -6 | 1 | i | 0.4 | 0
COC(=O)CN1C(=O)CSc2ccc(S(=O)(=O)N3CCC(C)CC3)cc21 | -5 | -13 | -2 | 0 | 5 | 0 | i | -0.9 | 1
CC(C)Cn1c(N2CCN(C(=O)c3cccs3)CC2)nc2ccccc21 | 6 | -4 | -10 | 0 | -3 | -2 | i | 0.8 | -5
O=C(Cc1nnc(NC(=O)Nc2ccc(Cl)cc2)s1)NCc1ccccc1 | -6 | -5 | 13 | -2 | 0 | -1 | i | 0.6 | -12
CCCc1nc2ccc(Cl)cn2c1Cc1ccccc1 | -2 | 5 | -5 | -1 | 0 | 4 | i | 0.5 | -6
CC1(C)CC(CCN)(Cc2ccccc2Cl)CCO1 (stereo not given) | 2 | -4 | -5 | 3 | -3 | 0 | i | 0.5 | -2
c1ccc(-c2nc3ccccn3c2-c2ccccc2)cc1 | 1 | 3 | 3 | -2 | 15 | -3 | i | 1.2 | -7
O=C(CSc1ccccc1F)NCC1(N2CCCCC2)CCCCC1 | -2 | 16 | -3 | -1 | -5 | 2 | i | -0.6 | 1
CCOC(=O)c1cnc(-n2nc(C)cc2C)nc1NCCO | 0 | 1 | 0 | 5 | -5 | -2 | i | 0.1 | 0
O=C(COC(=O)c1ccc2c(c1)OCCO2)Nc1cc(Cl)ccc1Cl | 5 | 2 | 0 | 1 | 16 | 0 | i | 0.1 | -2
CCCCOC(=O)c1ccc(NC(=O)C(=O)NCC2CCCO2)cc1 (stereo not given) | 3 | 1 | -15 | 4 | 0 | 5 | i | 1.6 | 0
CC(C)C(=O)N1CCN(c2ccccc2N)CC1 | 0 | -7 | -15 | -4 | -7 | 2 | i | 0.1 | -3
O=C(CNC(=O)C1COc2ccccc2O1)Nc1cc(Cl)ccc1Cl (stereo not given) | 4 | 6 | -2 | -1 | 9 | 2 | i | 0.1 | 0
Cc1nc(NCC2CCCO2)nc2c1C(=O)CC(C)C2 (stereo not given) | -1 | -3 | 0 | 1 | -6 | 2 | i | -1.0 | 1
O=C(Cc1ccccc1)Nc1ccc(Br)c(Cl)c1 | -5 | 11 | -12 | 2 | -2 | 0 | i | 0.1 | -4
Cc1ccc(SCC(=O)OCC(=O)NCCc2ccccc2)cc1 | -2 | 6 | 10 | 4 | -4 | 0 | i | 1.2 | -1

Part of the list above with just bovine MsrA act.
Compound | bovine MsrA act
O=C(CSc1ccccc1F)NCC1(N2CCCCC2)CCCCC1 | 1
CCOC(=O)c1cnc(-n2nc(C)cc2C)nc1NCCO | 0
O=C(COC(=O)c1ccc2c(c1)OCCO2)Nc1cc(Cl)ccc1Cl | -2
CCCCOC(=O)c1ccc(NC(=O)C(=O)NCC2CCCO2)cc1 (stereo not given) | 0

Rows are unselected; 3.7% or so of the library scored in one or more.
